# HKDC1 inh = inhibitors of human hexokinase HKDC1. recombinant HKDC1, G6PDH/diaphorase resazurin coupled fluorescence. Q2TB90. AID 493160. inhibition, % at 20 µM. actives 0.16% (n = 340,000);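 active means inhibition above about 35% when tested at 20 µM, limit read from the data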;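 further: plate controls were DMSO wells with enzyme for no effect and DMSO wells lacking enzyme for full effect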
# Target sequence (Q2TB90 whole entry, looked up): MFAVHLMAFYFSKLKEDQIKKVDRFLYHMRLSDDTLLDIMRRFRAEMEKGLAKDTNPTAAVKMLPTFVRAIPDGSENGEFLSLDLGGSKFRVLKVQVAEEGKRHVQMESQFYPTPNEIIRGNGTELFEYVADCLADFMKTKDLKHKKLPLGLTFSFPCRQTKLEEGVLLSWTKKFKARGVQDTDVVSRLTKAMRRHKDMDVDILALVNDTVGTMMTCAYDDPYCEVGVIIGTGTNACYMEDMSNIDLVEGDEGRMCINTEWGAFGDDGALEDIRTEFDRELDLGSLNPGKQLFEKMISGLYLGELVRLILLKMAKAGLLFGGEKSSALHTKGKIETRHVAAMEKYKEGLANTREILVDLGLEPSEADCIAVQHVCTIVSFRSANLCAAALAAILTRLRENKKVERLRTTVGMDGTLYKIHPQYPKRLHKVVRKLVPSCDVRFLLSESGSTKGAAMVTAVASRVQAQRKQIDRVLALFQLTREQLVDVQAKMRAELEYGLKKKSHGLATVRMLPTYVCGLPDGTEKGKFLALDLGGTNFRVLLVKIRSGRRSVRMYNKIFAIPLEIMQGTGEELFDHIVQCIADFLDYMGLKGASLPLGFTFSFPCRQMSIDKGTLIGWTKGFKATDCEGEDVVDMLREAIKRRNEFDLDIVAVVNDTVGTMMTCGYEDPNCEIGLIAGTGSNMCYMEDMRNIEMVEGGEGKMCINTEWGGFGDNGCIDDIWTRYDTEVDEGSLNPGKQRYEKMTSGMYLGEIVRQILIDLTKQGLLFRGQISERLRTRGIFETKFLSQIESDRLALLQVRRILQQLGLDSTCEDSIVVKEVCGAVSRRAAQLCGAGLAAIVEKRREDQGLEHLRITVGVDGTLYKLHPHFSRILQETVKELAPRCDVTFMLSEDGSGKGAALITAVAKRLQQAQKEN
#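 Assay system: in-house recombinant HK5 (HKDC1) enzyme. Input: HKDC1 at 5 µg/mL. Medium: Tris pH 8.0 buffer with MgCl2, Tween-20, BSA, BME. Dosing: single 20 µM dose. Schedule: 90 min reaction incubation at room temperature, dark. Signal: resazurin-to-resorufin fluorescence via G6PDH and diaphorase coupling, 525/613 nm. Controls: DMSO-enzyme wells negative, buffer-substituted wells positive.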
# SENP7 block = inhibitors of human SENP7 protease; actives 1.5% (n = 330,000); recombinant SENP7, Z-RLRGG-aminoluciferin luminescence, 40 min; Q9BQF6; AID 434973; inhibition, % at 5 µM;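 active means inhibition above about 50% at the single test dose, limit read from the data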;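 further: plate controls were DMSO with enzyme for no effect and no enzyme buffer wells for full effect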
# SENP8 block-1 = blocks the human protease SENP8; AID 2540; Q96LD8; inhibition, % at 10 µM; purified SENP8, Z-RLRGG-aminoluciferin cleavage, luminescence; actives 1.2% (n = 330,000); in the data active means inhibition above about 50%
# SENP6 inh = inhibitors of human SENP6 protease; Recombinant SENP6 catalytic domain, aminoluciferin luminescence; inhibition, % at 10 µM; actives 1.8% (n = 330,000);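 active means inhibition above about 50% at the single tested dose, limit read from the data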;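 further: plate controls were DMSO wells with enzyme for no effect and DMSO wells lacking enzyme for full effect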
# SENP1 FRET inh = blocks the human SENP1 SUMO protease catalytic domain | Q9P0U3 | inhibition, % at 10 µM | recombinant SENP1 catalytic domain, CyPet-SUMO1-YPet FRET cleavage | AID 624204 | actives 0.21% (n = 360,000);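 active means inhibition at least 30% at 10 µM, raw YFP signal under a set limit, fluorescence ratio 0.5 to 1.5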;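 further: 0% = enzyme with DMSO and 100% = no enzyme wells; some results filed as inactive read as strong as hits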
# Target sequence (Q9P0U3 419-644 limits assumed): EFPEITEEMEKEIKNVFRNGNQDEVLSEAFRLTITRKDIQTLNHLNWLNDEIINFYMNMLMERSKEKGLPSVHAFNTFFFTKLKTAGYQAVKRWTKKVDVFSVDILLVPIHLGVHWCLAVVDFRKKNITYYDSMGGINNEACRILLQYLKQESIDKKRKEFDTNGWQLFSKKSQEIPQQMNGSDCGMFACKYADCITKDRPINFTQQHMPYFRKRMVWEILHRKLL
#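 Test system: human SENP1 catalytic domain; medium: Tris pH 8 buffer plus EDTA, NaCl, BME, BSA, NP40, catalase; incubation: 50 min reaction at room temperature; technique: FRET, CFP and YFP emission; controls: no-enzyme low control and enzyme-plus-DMSO high control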
# MIN6 prolif = MIN6 beta-cell proliferation induction. MIN6 cells proliferation, ATPlite luminescence, 48 h; cells starved in 0.2% serum; 100% = growth in 10% serum. proliferation, % at 10 µM. actives 0.29% (n = 330,000). AID 2380;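 active means compounds whose signal lies at least 3.5 SD above the mean of all wells on their plate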;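 further: 0% = DMSO-treated cells in low-serum medium and 100% = 10% serum control; some compounds called inactive have numbers as strong as hits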
# PfG6PD inh = PfG6PD (Plasmodium falciparum) enzyme inhibition; PfGluPho enzyme, NADPH resazurin-diaphorase fluorescence; inhibition, % at 20 µM; actives 0.78% (n = 350,000); AID 504690;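 active means inhibition reaching at least a set limit at 20 µM in the primary screen, cut at about 59% in these data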;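 further: 0% = DMSO wells with substrate and 100% = DMSO wells lacking glucose-6-phosphate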
# UBC13 inh = blocks human UBC13 polyubiquitin chain formation; P61088; TR-FRET; inhibition, % at 20 µM; actives 0.47% (n = 330,000); in the data active means inhibition above about 45%, passing the limit was not always enough
# SENP8 block-2 = inhibitors of human SENP8 protease | Q96LD8 | recombinant SENP8, Nedd8 substrate fluorescence | inhibition, % at 20 µM | actives 0.64% (n = 360,000) | AID 602440; in the data active means inhibition mostly above about 40%, no sharp cut-off; inactive means mostly below about 27%
# The depositor's hits bear a star; / = no result given.
# Values run as follows: HKDC1 inh	SENP7 block	SENP8 block-1	SENP6 inh	SENP1 FRET inh	MIN6 prolif	PfG6PD inh	UBC13 inh	SENP8 block-2
CCNc1c(NC(=O)COc2ccc(Cl)cc2)c(=O)oc2ccccc12
    -4	4	-2	-15	0	2	15	3	-1
Cc1ccc(N2C(=O)c3ccccc3C2=O)nc1
    -4	/	/	/	2	/	4	/	19
O=C(CSc1nc(O)cc(=O)n1-c1ccccc1)NCc1ccccc1
    2	-12	-11	-9	-5	0	-15	-4	4
O=C(C1=NN[C@@H]2C(=O)N(Cc3ccccc3)C(=O)[C@H]12)c1ccc([N+](=O)[O-])cc1
    -3	-2	-5	-12	1	-1	19	-9	9
CC(OC(=O)CC1CCCC1)C(=O)Nc1ccc(Cl)cn1 (stereo not drawn)
    -3	-4	-7	-5	5	-2	4	1	4
Cc1csc(NC(=O)C2CCN(S(=O)(=O)c3cccs3)CC2)n1
    2	-3	-2	-4	3	-3	8	7	13
Cc1ccc(N2C(=O)NC(NC(=O)C3CC3)(C(F)(F)F)C2=O)cc1 (stereo not drawn)
    -4	1	-12	5	0	0	-10	7	3
COc1ccc(C(=O)Nc2cc(C)on2)cc1S(=O)(=O)N1CC(c2ccccc2)CC1=O (stereo not drawn)
    -7	6	-7	-4	1	2	-13	5	11
CN(C(=O)COC(=O)c1c2c(nc3ccccc13)/C(=C/c1cccc([N+](=O)[O-])c1)CCC2)C1CCS(=O)(=O)C1 (stereo not drawn)
    9	10	0	15	0	-2	-2	9	9
CS(=O)(=O)c1ccc(Cl)c(NC(=O)COC(=O)CNC(=O)c2cccs2)c1
    -3	-4	10	0	3	-2	0	7	9
Cc1c(Cl)cccc1NC(=O)CCC(=O)NNC(=O)c1ccccc1
    -6	1	3	-3	3	-4	-11	5	2
Cc1cccc(N2C(=O)CS/C2=N\NC(=O)c2ccc(Br)cc2)c1C
    -10	12	1	-9	2	-2	-10	0	14
CCN1C(=O)/C(=C/c2cccs2)SC1=Nc1ccc(OC)cc1
    1	5	-4	-20	1	-2	14	0	21
N#Cc1ccc(OCC(=O)N2CCc3ccccc32)cc1
    -2	4	-9	0	0	-2	-1	15	6
O=C(NCc1ccccc1Cl)C1CCC(CNc2c(N3CCCCC3)c(=O)c2=O)CC1 (stereo not drawn)
    0	6	4	7	-1	-1	-18	4	1
CCN(CC)C(=O)C(=O)Nc1ccc(OC)c(Cl)c1
    5	-5	-9	-12	0	0	6	-5	3
O=S(=O)(NCC1CCCO1)c1cnc(Cl)c(Br)c1 (stereo not drawn)
    -4	-4	-3	-7	1	-5	1	3	9
O=C(OCC1COC(c2ccccc2)(c2ccccc2)O1)c1ccccc1 (stereo not drawn)
    0	/	/	/	2	/	-5	/	22
CCOC(=O)c1cnc(-n2nc(C)cc2C)nc1NNc1cc(-c2ccccc2)nc(C)n1
    /	-4	-12	-15	/	0	/	-9	/
CC(C)CCN(C(=O)Nc1ccccc1)C(C)c1cccs1 (stereo not drawn)
    3	8	3	8	2	-4	4	-12	11

# The final two records of the part before come first, to join the parts:
# Values run as follows: HKDC1 inh	SENP7 block	SENP8 block-1	SENP6 inh	SENP1 FRET inh	MIN6 prolif	PfG6PD inh	UBC13 inh	SENP8 block-2
CCOC(=O)c1cnc(-n2nc(C)cc2C)nc1NNc1cc(-c2ccccc2)nc(C)n1
    /	-4	-12	-15	/	0	/	-9	/
CC(C)CCN(C(=O)Nc1ccccc1)C(C)c1cccs1 (stereo not drawn)
    3	8	3	8	2	-4	4	-12	11
O=C1C2C3CC(C2C(=O)N1c1cccc(Cl)c1)[C@H](O)C3O (stereo partly drawn)
    -2	2	4	-1	1	-1	12	2	36
COc1ccc(C(=O)NCCCCCC(=O)N/N=C/c2ccco2)cc1OC
    -6	0	1	-10	-2	0	-2	2	12
COc1ccc(S(=O)(=O)N2CCN(C(=O)C3COc4ccccc4O3)CC2)cc1 (stereo not drawn)
    23	4	-10	-20	-1	-5	2	-14	10
NC(=O)CN(c1ccc(Oc2ccccc2)cc1)S(=O)(=O)c1ccccc1
    12	-6	-9	5	-2	-1	-5	7	12
COc1ccc(N/C=C(\C#N)c2ccc(OCCCF)cc2)cc1
    1	-9	-10	-18	-2	-1	6	-1	4
COc1ccc(C2CC(c3ccc(Cl)c(Cl)c3)Nc3nc(N)nn32)cc1 (stereo not drawn)
    0	-5	-3	7	13	-1	13	16	-419
CCS(=O)(=O)N1CCN(C(=O)c2ccccc2[N+](=O)[O-])CC1
    17	-2	-14	-13	1	-1	-21	-5	9
CCOc1ccc2nc(NC(=O)/C=C/c3ccc4c(c3)OCO4)sc2c1
    -7	-6	-6	-15	-20	-1	2	-11	-379
Cc1ccc(S(=O)(=O)n2cnc3ccccc32)c(C)c1
    -3	0	-2	10	3	-4	-12	10	16
CCOC(=O)N(Cc1ccccc1)Cc1ccc(C(=O)N[C@@H](Cc2ccccc2)C(=O)O)cc1
    0	-1	0	-13	0	-2	-6	-2	6
CSc1ncccc1C(=O)N1CCN(C(=O)c2ccccc2)CC1
    -10	1	0	-22	-1	-4	5	0	16
O=[N+]([O-])c1cccc2c(N3CCOCC3)ccnc12
    -4	2	-9	1	1	0	1	-6	40
CCc1nc(SCC(=O)Nc2cccc(C(F)(F)F)c2)c2c(=O)n(C)c(=O)n(C)c2n1
    -3	-13	-8	6	0	-3	1	-17	8
CC(OC(=O)CCN=C1NS(=O)(=O)c2ccccc21)C(=O)NCc1ccccc1 (stereo not drawn)
    -2	-10	6	3	-3	-2	-5	4	-2
CC[C@H](C)C(N)c1cn(C(CCCN=C(N)N)C(=O)N2CCNCC2)nn1 (stereo partly drawn)
    0	18	-11	-25	0	3	9	0	26
Cc1cccc(CC(=O)NCC(=O)NCc2cc(=O)n(C)c(=O)n2C)c1
    -4	-3	4	-8	3	-1	5	3	12
C=CCc1c(O)c(CC)cc2c(C)cc(=O)oc12
    1	15	0	-12	-37	4	25	8	-435
CCCc1nc2ccccc2c(C(=O)OCC(=O)Nc2cccc(S(=O)(=O)N3CCOCC3)c2)c1CC
    -1	10	5	4	0	-6	-4	2	9
Cc1cccc(-c2nnc(SCC(=O)N3CCCC3)o2)c1
    -4	17	9	37	1	0	2	3	14
C=CCN1C=C2C(=O)C(C)(OC(=O)c3ccco3)C(=O)C(C=C)=C2C=C1C1CC1 (stereo not drawn)
    /	3	4	30	/	3	/	-32	/

# Values run as follows: HKDC1 inh	SENP7 block	SENP8 block-1	SENP6 inh	SENP1 FRET inh	MIN6 prolif	PfG6PD inh	UBC13 inh	SENP8 block-2
COc1ccc(-c2csc(Nc3ccc(C)cn3)n2)cc1
    -2	-8	-23	-8	2	-3	17	-2	-6
COc1cccc(NC(=O)[C@@H]2CCCN2C(=O)[C@@H]2Cc3ccccc3CN2C(=O)OC(C)(C)C)c1
    -1	0	-6	-7	1	-1	5	9	12
COCCOc1cc(COC)nc(-c2cccc(C)c2)n1
    -2	1	2	-12	3	1	-2	0	20
O=c1c2c(nc3cc(-c4ccc(Cl)cc4)[nH]n13)CCS2
    10	73*	85*	88*	-37	-2	32	9	-397
Cc1cccn2c(=O)c(/C=C(\C#N)C(=O)NCc3ccco3)c(N3CCCCC3)nc12
    -7	-3	-7	-9	-42	3	1	-6	-34
COc1ccc(OC)c(S(=O)(=O)NCCCc2ccccc2)c1
    -1	-9	-5	4	1	-1	4	-4	0
O=C(COC(=O)c1cccc(C(=O)OCC(=O)NC2CCCCC2)n1)NC1CCCCC1
    -2	-6	-3	8	2	0	-16	-9	11
COc1cccc2sc(N(CCCN(C)C)C(=O)c3ccc(S(=O)(=O)N4CCCc5ccccc54)cc3)nc12
    7	2	-6	-6	1	-6	14	28	8
O=C(NCC1CCCN(Cc2nccs2)C1)c1cccc2ccccc12 (stereo not drawn)
    9	-9	-11	-13	-2	3	-2	0	-60
CCCN1CCN(CCCNC(=O)C(CC)n2nc(C)c3sc4ccccc4c3c2=O)CC1 (stereo not drawn)
    -9	0	-2	7	1	0	8	7	-17
COc1ccccc1C(=O)Nc1ccnn1C1CCN(Cc2cc(C)c(C)cc2C)CC1
    -4	12	-6	-10	-5	-6	17	-10	2
Cc1ccc(C(=O)N/C(=C\c2cccs2)C(=O)NC2CCCCC2)cc1
    1	-7	-1	-8	1	-1	-24	0	12
COc1ccc(NC(=O)c2ccc(NC(=O)CN3CCN(c4ccccc4)CC3)cc2)cc1
    0	0	-5	-8	0	0	-13	2	15
OCCN1CCN(c2nc(NCc3ccco3)c3ccccc3n2)CC1
    -8	3	4	4	-6	-4	-15	12	-414
CCc1sc(C(=O)Nc2ccccc2N2CCOCC2)cc1C
    -8	-1	-2	-18	2	4	10	9	-8
O=C(CCc1ccccc1)N/N=C/c1cc(Br)ccc1O
    5	-8	-9	3	-96	0	-18	5	-181
C/C(=N\NC(=O)CC1N=C(Cc2ccccc2)NNC1=O)c1ccc(Br)cc1 (stereo not drawn)
    -1	-3	4	-29	-2	-1	11	11	14
CS(=O)(=O)N(CCc1ccccc1)CC(=O)NCc1ccccc1
    -10	-12	-7	-8	1	-1	1	0	11
COC(=O)C1=C(N)Oc2cc(C)n(Cc3cccnc3)c(=O)c2C1c1ccc(OC)c(OC)c1 (stereo not drawn)
    -5	-14	1	1	1	-1	16	5	19
CC(=O)c1ccc2c(c1)OCCOCCOCCOCCOCCO2
    -5	8	4	-36	1	-1	-3	3	4

# Values run as follows: HKDC1 inh	SENP7 block	SENP8 block-1	SENP6 inh	SENP1 FRET inh	MIN6 prolif	PfG6PD inh	UBC13 inh	SENP8 block-2
Cc1sc2ncn3cnnc3c2c1C
    3	0	-2	-1	3	5	-6	-3	15
N#Cc1ccc(-c2csc(-c3ccno3)n2)cc1
    1	-9	-7	-22	-2	5	1	-4	-15
CC(=O)c1cccc(NC=C2C(=O)OC3(CCCCC3)OC2=O)c1
    2	7	-6	-11	0	-1	-6	-6	14
CC(=O)N1CCN2C(=O)C1CCCC(=O)c1cc(C)ccc12 (stereo not drawn)
    -6	-2	1	-14	-6	-2	2	12	-5
Cc1cccc(C(=O)NC(CC(=O)O)c2ccc(OC3CCCC3)cc2)c1[N+](=O)[O-] (stereo not drawn)
    -4	-1	-1	0	1	-1	-41	-12	4
O=C(c1cn(CC(=O)N2CCCCC2)c2ccccc12)C1CC1
    -2	-3	-1	-11	3	-1	-3	-1	12
Cc1ccc(N(C(C)C(=O)N2CCCCC2)S(C)(=O)=O)cc1C (stereo not drawn)
    5	-2	-1	-9	0	-1	5	6	12
COc1ccc(/C=N/Nc2nc(-c3cccc(S(=O)(=O)N4CCCC4)c3)cs2)c(OC)c1
    -17	2	12	5	-39	0	6	-17	-402
CN(CC(=O)Nc1ccccc1Br)C(=O)c1ccccc1OCc1ccc(Cl)cc1
    -1	/	/	/	2	/	59*	/	-1
CSCCC(NS(=O)(=O)c1cccc(C(F)(F)F)c1)C(=O)N(C)Cc1ccc2c(c1)OCCO2 (stereo not drawn)
    -1	-3	1	-7	1	0	-1	2	4

# Profiles, quoted from the list. Screens in order: HKDC1 inh, SENP7 block, SENP8 block-1, SENP6 inh, SENP1 FRET inh, MIN6 prolif, PfG6PD inh, UBC13 inh, SENP8 block-2
# Listed for `CC(=O)c1ccc2c(c1)OCCOCCOCCOCCOCCO2` = -5, 8, 4, -36, 1, -1, -3, 3, 4
# Listed for `Cc1cccc(CC(=O)NCC(=O)NCc2cc(=O)n(C)c(=O)n2C)c1` = -4, -3, 4, -8, 3, -1, 5, 3, 12
# Listed for `COc1ccc(C(=O)Nc2cc(C)on2)cc1S(=O)(=O)N1CC(c2ccccc2)CC1=O` (stereo not drawn) = -7, 6, -7, -4, 1, 2, -13, 5, 11

# High-throughput results from PubChem BioAssay.
